TbPYK inhibitor: blocks Trypanosoma brucei pyruvate kinase | TbPYK enzyme, Kinase-Glo Plus ATP luminescence, 45 min | Potency, µM (doses to about 76.8 µM), without a hit: at the top dose activity, negative = inhibition, hits mostly inhibitors | actives 0.12% (n = 410,000); active = well fitted inhibition curve with a large enough effect; inconclusive = small, poorly fitted or top-dose-only effect; note: nearly all actives have a fitted effect of over 50% in size
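TbPYK + substrate in 50 mM TEA pH 7.2, 100 mM KCl, 10 mM MgCl2, 0.05% BSA, 0.01% Tween-20; cpd pinned; ADP 130 uM final; 45 min RT; Kinase-Glo Plus 10 min; luminescence endpoint.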
Numbers without * were called inactive; u = inconclusive; [ ] = dose if it differs, or a comment. % is set by controls: 0 for no effect and ±100 for the full control effect; potency is the fitted concentration of half-maximal effect.

SMILES	TbPYK inhibitor
Cc1cccc(CN2C(=O)N(c3ccc(C(C)C)cc3)S(=O)(=O)c3ccccc32)c1	3.1%
Cc1ccc(C(c2ccccc2)c2c(C)[nH]c3ccccc23)s1 (stereo not given)	-1.9%
CNC(=O)CCCN1C(=O)CCn2nc(-c3cn(C)c4ccccc34)cc21	-9.5%
CCc1nn(CC(=O)N2CCN(c3cccc(C(F)(F)F)c3)CC2)c(=O)c2cc3occc3n12	1.9%
COc1ccccc1CNC(=O)CCC(=O)N1Cc2ccccc2Oc2ncccc21	-0.6%
COc1cc(OC)c(OC)cc1CN1CCc2nc(N3CCN(c4ccccc4F)CC3)ncc2C1	-6.5%
Cc1ccc(-n2nc3ccc(NC(=O)COc4ccccc4)cc3n2)cc1Cl	-6.1%
O=C(Nc1ccc(Cl)c(C(F)(F)F)c1)C(Cc1ccccc1)NS(=O)(=O)c1cccc2nsnc12 (stereo not given)	-8.6%
CC1=C(c2ccc(F)cc2)S(=O)(=O)NC1=NCc1ccccc1Cl	-4.4%[15.4 µM]
Cc1ccc(CNc2nc3c(S(=O)(=O)c4ccc(C)c(C)c4)nnn3c3ccc(Cl)cc23)cc1	-9.4%
Cc1nn(-c2ccccc2)c2sc(C(=O)Nc3cccc(O)c3)cc12	2.6%
CCN(C(=O)Cn1c(=O)n(CC2CCC(C(=O)NC)CC2)c(=O)c2sccc21)c1ccccc1 (stereo not given)	-2.9%

Of the compounds above, 2 have an aryl methoxy group.
SMILES	TbPYK inhibitor
COc1ccccc1CNC(=O)CCC(=O)N1Cc2ccccc2Oc2ncccc21	-0.6%
COc1cc(OC)c(OC)cc1CN1CCc2nc(N3CCN(c4ccccc4F)CC3)ncc2C1	-6.5%

(next part)
SMILES	TbPYK inhibitor
Cc1ccccc1-c1nnc(SCC(=O)N2CCCc3ccccc32)o1	0.5%
COc1ccc(OC)c(Nc2ncc3c(n2)CCN(Cc2cc(OC)c(OC)c(OC)c2)C3)c1	6.5%
CCc1ccc(C2=C(C)C(N3CCC(C(=O)Nc4ccc(F)cc4)CC3)=NS2(=O)=O)cc1	2.2%
Cc1c(C)n(C)c2ccc(C(=O)NCCc3ccc(Cl)cc3)cc12	-3.1%[15.4 µM]
O=C(OCC1CCCO1)c1ccc2c(c1)N(Cc1ccccc1F)C(=O)c1ccccc1S2(=O)=O (stereo not given)	2.5%
CCCCN(CC)CCNc1ncnc2onc(-c3ccc(Cl)cc3)c12	-13.2%
CCc1nn(CC(=O)NCCc2ccc(SC)cc2)c(=O)c2cc3sccc3n12	-6.3%
CCOc1ccc(OCCOCCn2c(-c3ccc(Cl)cc3)nc3ccccc3c2=O)cc1	0.3%
COc1cccc2c1Oc1ncccc1N(C(=O)CCC(=O)NCc1ccc(OC(C)C)cc1)C2	-0.9%
COc1ccc(C(=O)N2CCC3(CCCN(c4ccccn4)C3)CC2)cc1	5.7%
COc1ccc2oc(-c3ccc(C)c(NC(=O)c4ccc(N5CCCCC5)c([N+](=O)[O-])c4)c3)nc2c1	-8.3%
O=C(c1noc2c1CCCCC2)N1CCN(c2cccc(Cl)c2)CC1	-3.8%
CN(C(=O)c1oc(=O)c2ccccc2c1-c1ccccc1)c1cccc(Cl)c1	-4.3%
CC(C)NC(=O)N1CCC2(CC1)CCN(S(=O)(=O)c1ccccc1)CC2	4.5%
CC(=O)c1ccc(NC(=O)CSc2nnc(NC(=O)Nc3ccccc3)s2)cc1	0.7%
Cc1ccc(NC(=O)CSc2ncc(S(=O)(=O)c3ccc(C(C)C)cc3)c(=O)[nH]2)cc1C	6.4%
CCC(=O)Nc1nnc(S(=O)(=O)N(C)Cc2ccc(Cl)cc2)s1	-7.0%[15.4 µM]
Cc1cccc(S(=O)(=O)c2cn(Cc3ccccc3)c3cc(N4CCCCC4)c(F)cc3c2=O)c1	15.5%
Cc1nn2cc(-c3ccc(OC(C)C)cc3)nc2s1	-12.5%
CSc1ccc(C2c3[nH]c4ccccc4c3CCN2C(=O)CCc2ccccc2)cc1 (stereo not given)	-3.1%
CCN1CCC(N(Cc2cccc(OC)c2)C(=O)Nc2cccc(C(F)(F)F)c2)CC1	2.2%
O=C(CSCc1cnn(-c2ccccc2)c1-n1cccc1)NCc1ccc(F)cc1	-1.0%
Cc1cccc(NC(=O)c2oc3ccccc3c2NC(=O)Cc2coc3cc(C)cc(C)c23)c1	2.6%
COc1ccc2c(c1)c(=O)c(C(=O)c1ccc(C)c(C)c1)cn2CC(=O)Nc1ccc2c(c1)OCCO2	-0.8%
COc1ccc(-c2nc3ccccc3s2)cc1NC(=O)c1ccc(C#N)cc1F	-0.5%
CC1CCN(C(=O)CN2c3ccc(Br)cc3-c3ccccc3S2(=O)=O)CC1	0.7%
Cc1nc(SCC(=O)OC(C)(C)C)c2c3c(sc2n1)CCCC3	1.6%
COc1cc(NC(=O)C(CCSC)NS(=O)(=O)c2ccc3c(c2)oc(=O)n3C)cc(OC)c1 (stereo not given)	4.5%[15.4 µM]
Cc1c(CCNC(=O)c2ccco2)sc2nc(-c3ccc(F)cc3)nn12	4.4%
CCCCSc1nc(-c2ccc(OC)cc2)ccc1C#N	6.1%
CN(Cc1ccccc1)c1ncnc2c1nc1n2CCCC1	-8.4%
Cc1nc2c3ccccc3nc(NNC(=O)CCC(=O)N3CCN(c4cccc(C(F)(F)F)c4)CC3)n2n1	-9.4%
COc1ccc(N2CCN(Cc3nc4c(c(=O)[nH]c(=O)n4C)n3Cc3ccccc3)CC2)cc1	-2.5%
CCc1ccc(OCC(=O)Nc2ccc3c(c2)c2ccccc2n3CC)cc1	-3.3%
CC(=O)c1nnn(-c2ccc(C)cc2Cl)c1C	7.3%
Cc1ccc(C(=O)c2oc3ccccc3c2NC(=O)c2cc(-c3ccc(Cl)cc3)on2)cc1	-2.7%
Cc1c(C(=O)N2CCCCCC2)c(S(=O)(=O)Nc2ccc(OC(F)(F)F)cc2)c(C)n1C	-6.6%
COc1cccc2cc(-c3nc(-c4ccc(Cl)cc4)cs3)c(=O)oc12	0.0%
COC(=O)c1ccccc1NC(=O)c1ccc2c(c1)CCN2S(C)(=O)=O	1.5%
Cc1cc(Br)ccc1NC(=O)c1cn(C2CCCC2)c(=O)c2c1c1ccccc1n2C	-1.1%
COc1ccc(-c2nn(C)c3sc(C(=O)Nc4cc(OC)c(OC)c(OC)c4)cc23)cc1OC	7.0%
O=S(=O)(Nc1ccc(O)c(Sc2nc3ccccc3s2)c1)c1cc(Cl)ccc1Cl	-1.2%
CCOC(=O)c1ccc(CN(Cc2ccc(Br)cc2)S(=O)(=O)c2cccc(Cl)c2C)cc1	4.4%
Cc1cc(C)cc(N2C(=O)N(Cc3cccc(F)c3)c3ccccc3S2(=O)=O)c1	3.3%
Cc1ccc(-c2cn3c(n2)sc2cc(C(=O)NCCC4=CCCCC4)ccc23)c(C)c1	1.4%
CCC(Oc1ccc(F)cc1)C(=O)Nc1cc(-c2ccc(C)cc2)no1 (stereo not given)	-0.1%
COc1ccc(C(=O)c2c(N)c(-c3nc(-c4ccccc4)cs3)c3ccccn23)cc1	-0.4%
CCOC(=O)c1c(NC(=O)COc2ccc(Cl)cc2C)sc(C(C)=O)c1C	-13.6%
Cc1cc(Nc2ccc(C)c(Cl)c2)n2nc(Cc3ccccc3)nc2n1	2.0%
COc1ccc(Br)c2c1-c1nc(NC(=O)c3cccc(C)c3)sc1C2	-20.6%
CC(=O)Nc1ccc(/C=C/c2nc(-c3ccccc3O)n(-c3ccccc3)n2)cc1	5.8%
COc1ccc(OC)c(NC(=O)CSC2=Nc3ccccc3C3=NC(CCC(=O)NCCc4ccccc4)C(=O)N23)c1 (stereo not given)	0.9%
CCCCc1nn2c(=O)cc(COC(=O)c3ccco3)nc2s1	3.0%
CC1CCC(Nc2ncnc3onc(-c4ccc(F)cc4)c23)CC1 (stereo not given)	0.7%
COc1ccc(CNC(=O)CSc2ncc(S(=O)(=O)c3ccc(Br)cc3)c(=O)[nH]2)cc1	2.5%
Cc1nc(-c2ccc(S(=O)(=O)N3CCN(c4ccc(F)cc4)CC3)cc2)co1	3.2%
COc1ccc(Nc2nnc(-n3nc(C)cc3C)c3ccccc23)cc1	-3.7%
CCC(=O)N1CCc2cc(CNC(=O)Nc3ccc(OC)cc3OC)ccc21	4.8%
COCCN(Cc1ccco1)C(=O)c1cc2c(=O)[nH]c3ccc(C)cc3c2s1	-7.0%
CCN(C(=O)Cn1cc(C(=O)c2ccc(F)cc2)c(=O)c2ccc(C)nc21)c1cccc(C)c1	-4.0%
The list goes on.
SMILES	TbPYK inhibitor
Cc1cccc(C(=O)NC2=NC(c3ccc(Cl)cc3)CC(=O)N2)c1 (stereo not given)	-8.0%
Cc1ccc(-c2n[nH]c3c2C(c2ccccc2Cl)N(c2ccc(C(=O)O)cc2)C3=O)cc1 (stereo not given)	-0.7%
Cc1ccc(-n2c(SCc3ccccc3F)nc3[nH]ncc3c2=O)cc1Cl	0.0%
O=C(COCc1cc(-c2ccc(F)cc2)on1)Nc1cc(Cl)cc(Cl)c1	0.4%
CCOC(=O)c1ccc(-c2ccc(/C=C(\C#N)c3nc4ccc(C)cc4[nH]3)o2)cc1	-4.3%
COc1ccc(NC(=O)CSc2oc(-c3ccco3)nc2S(=O)(=O)c2ccccc2)c(OC)c1	-6.8%
Cc1ccc2c(c1)c(=O)c(C(=O)c1ccc3c(c1)OCO3)cn2Cc1cccc(F)c1	-0.8%
O=C(CSc1nccn1-c1cccc(Cl)c1)Nc1ccc2c(c1)OCO2	0.5%
CCn1c2ccccc2c2nnc(N3CCN(c4ccc(F)cc4)CC3)nc21	-5.8%
Cc1nn(C(=O)c2c(F)cccc2F)c(C)c1S(=O)(=O)N1CCCCCC1	-1.5%
CCCc1cc(=O)oc2c3c(ccc12)OCN(Cc1ccccc1OC)C3	-0.4%
COc1ccc(/C=C/c2nc(C#N)c(NC3CCCCC3)o2)cc1OC	-6.2%
CCCSc1nnc2c(n1)OC(CC)N(C(C)=O)c1ccccc1-2 (stereo not given)	0.7%
O=C1CSC2(C(=O)N(Cc3c(F)cccc3Cl)c3ccccc32)N1c1ccc(F)c(F)c1 (stereo not given)	1.1%
COc1ccccc1C(=O)NC1(C(F)(F)F)C(=O)Nc2c1c(=O)[nH]c(=O)n2-c1ccc(F)cc1 (stereo not given)	8.2%
CCN(CC)CCCNC(=O)Cc1ccc(NC(=O)N2CCCCc3ccccc32)cc1	-1.8%
Cc1cn(C)c(CC(=O)NCc2ccccc2Cl)c1C(=O)O	-5.2%
COc1cc(NC(=O)CSc2ncc(S(=O)(=O)c3ccc(Br)cc3)c(=O)[nH]2)cc(OC)c1	1.9%
Cc1cc(C)c(NC(=O)CCc2c(C)nc3c(c(C)nn3C(C)(C)C)c2C)c(C)c1	-11.2%
CCOc1cc(C#N)c(NC(=O)c2cccc(S(=O)(=O)N3CCOCC3)c2)cc1OCC	4.0%
COC(=O)C1=C(CS(=O)(=O)c2ccc(C)cc2C)NC(=O)NC1c1ccc(C)cc1 (stereo not given)	1.3%
O=C(NC1CC(=O)N(c2ccccc2)C1)c1ccco1 (stereo not given)	-3.7%
COc1ccccc1Cc1nc2ccccc2nc1SCC(=O)Nc1cc(Cl)ccc1OC	6.8%
CCN(CC)c1cc(NC2CCCCC2)c2c3c(onc13)-c1ccccc1C2=O	u
CCCCCn1c(=O)[nH]c2cc(C(=O)N3CCN(c4cccc(Cl)c4)CC3)ccc2c1=O	7.5%
O=C(NCCc1cccs1)c1ccc(Cn2c(SCc3ccc(F)cc3)nc3cccnc32)cc1	-4.0%
CCNC(=O)c1ccc(NC(=O)N2CCCCc3ccccc32)cc1	0.6%
CCc1ccc(-n2c(=O)c3ccc(C(=O)NCCc4ccccc4)cc3n(Cc3ccccc3C#N)c2=O)cc1	7.8%
COc1ccccc1CN1CC[C@@]2(CCCN(C(=O)c3cnccn3)C2)C1	-9.6%
CCc1ccc(NC(=O)CSC2=Nc3ccccc3C3=NC(CC(=O)NCc4cccs4)C(=O)N23)cc1 (stereo not given)	-9.3%
COc1ccc(N(C(=O)COc2c(C)cccc2C)S(=O)(=O)c2ccc(Cl)cc2)cc1	4.0%
COc1ccc(N2CCN(CCCNC(=O)C3COc4ccccc4C3)CC2)cc1 (stereo not given)	-5.5%
CC(=O)CSc1nc(-c2ccccc2)[nH]c1S(=O)(=O)c1ccc(C)cc1	-0.7%
Cc1ccc(C)c(NC(=O)C(Cc2ccccc2)N2Cc3ccccc3C2=O)c1 (stereo not given)	8.8%
CCC1CCCCN1CCCNC(=O)c1ccc2c(c1)N(Cc1ccccc1F)C(=O)c1ccccc1S2(=O)=O (stereo not given)	2.4%
CC(=O)c1ccc(NS(=O)(=O)c2cc3[nH]c(=O)c(=O)[nH]c3cc2C)cc1	-9.3%

Ordered by molar mass (highest first): some entries from above.
SMILES	TbPYK inhibitor
CCc1ccc(NC(=O)CSC2=Nc3ccccc3C3=NC(CC(=O)NCc4cccs4)C(=O)N23)cc1 (stereo not given)	-9.3%
CCc1ccc(-n2c(=O)c3ccc(C(=O)NCCc4ccccc4)cc3n(Cc3ccccc3C#N)c2=O)cc1	7.8%
COc1ccc(N(C(=O)COc2c(C)cccc2C)S(=O)(=O)c2ccc(Cl)cc2)cc1	4.0%
COc1ccc(N2CCN(CCCNC(=O)C3COc4ccccc4C3)CC2)cc1 (stereo not given)	-5.5%
Cc1ccc(C)c(NC(=O)C(Cc2ccccc2)N2Cc3ccccc3C2=O)c1 (stereo not given)	8.8%
CC(=O)c1ccc(NS(=O)(=O)c2cc3[nH]c(=O)c(=O)[nH]c3cc2C)cc1	-9.3%
CCNC(=O)c1ccc(NC(=O)N2CCCCc3ccccc32)cc1	0.6%

(next part)
SMILES	TbPYK inhibitor
Cc1ccccc1CN1CCC(CNC(=O)c2c(C)oc3ncnc(N4CCCCC4)c23)CC1	2.1%
O=C(c1cnc(N2CCCCC2)c2ccccc12)N1CCN(c2ccc(F)cc2)CC1	-2.0%
Cc1ccc2nc(-c3ccccc3O)c(Nc3ccccc3C)n2c1	3.0%
CC(=O)Nc1ccc2nc(SCCOc3ccccc3Cl)sc2c1	-9.6%

Some of the compounds tested, so the mix of outcomes need not match the whole.
